M. tuberculosis HTS = M. tuberculosis growth inhibition, HTS (AID 449762) | 330,000 compounds, 0.59% hits | M. tuberculosis H37Rv growth inhibition, 7H9 media; higher % means a stronger effect | one-dose inhibition, % at 25 µM; IC50 in µM for titrated hits; in the data active means a potency from the dose series; inconclusive means inhibition above about 70% without an active follow-up result;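 further: bacterial growth assessed after seven days of incubation; strong numbers were not always called active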
Salmonella PhoP GFP = Inhibition of PhoP regulon, Salmonella typhi GFP reporter cells, confirmation, 4 h (AID 1850) | 310,000 compounds, 0.33% hits | inhibition, % at 50 µM; hits with a dose series show IC50 in µM | Salmonella Typhi PhoP-promoter GFP reporter, fluorescence, 4 h; higher % means a stronger effect; in the data active means a potency from the dose series; inconclusive means inhibition mostly from about 25% at the one dose, without a potency; inactive means the rest, 99 in 100 with inhibition below about 19%;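 further: 0% = induced wells with vehicle and 100% = uninduced wells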
tuberculosis growth = growth inhibition of non-replicating M. tuberculosis (AID 488890); Mycobacterium tuberculosis non-replicating, growth inhibition; higher % means a stronger effect; one-dose inhibition, % at 25 µM; IC50 in µM for titrated hits; 320,000 compounds, 0.39% hits; in the data active means a potency from the dose series; inconclusive means inhibition mostly from about 82% at the one dose, without a potency; inactive means the rest, 99 in 100 with inhibition below about 76%;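 further: plate controls were DMSO cells for no effect and high antibiotic wells for full effect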
H1N1 NS1A inhibition = H1N1 influenza NS1A inhibitors, functional cell based assay (AID 504329) | one-dose inhibition, % at 12.5 µM; IC50 in µM for titrated hits | NS1A functional cell-based assay, percent inhibition; higher % means a stronger effect | 340,000 compounds, 0.3% hits; in the data active means a potency from the dose series; inconclusive means inhibition above about 27% without an active follow-up result; further: strong numbers were not always called active
inhibitors of VEEV = inhibitors of VEEV TC-83 cytopathic effect, confirmation, Vero cells (AID 588727); Vero cells, VEEV TC-83 cytopathic effect inhibition; higher % means a stronger effect; inhibition, % at 20 µM, or IC50 in µM where a hit was titrated; 350,000 compounds, 0.13% hits; in the data active means a potency from the dose series; inconclusive means inhibition mostly from about 14% at the one dose, without a potency; inactive means the rest, 99 in 100 with inhibition below about 12%; further: strong numbers were not always called active
* marks the source's active call; other numbers are inactive results.

What do the screens show for `COC(=O)c1cc(OC)c(OC)cc1NC(=O)c1c(-c2ccccc2)noc1C`?
M. tuberculosis HTS: -1.0%; Salmonella PhoP GFP: -6.5%; tuberculosis growth: 8.9%; H1N1 NS1A inhibition: -1.2%; inhibitors of VEEV: 1.8%

How did CCCCSc1nc(SCC(=O)NCc2ccco2)c2c3c(sc2n1)COC(C)(CC)C3 (configuration not stated) do in these assays?
M. tuberculosis HTS: -7.1%; Salmonella PhoP GFP: -2.5%; tuberculosis growth: -2.0%; H1N1 NS1A inhibition: -7.6%; inhibitors of VEEV: 1.3%

What do the screens show for `CCN(CC)S(=O)(=O)c1ccc(N2CCCC2)c(NC(=O)c2c(-c3ccccc3)noc2C)c1`?
M. tuberculosis HTS: 19.3%; Salmonella PhoP GFP: -7.3%; tuberculosis growth: 13.9%; H1N1 NS1A inhibition: 5.0%; inhibitors of VEEV: 1.8%

Results for COc1ccccc1C(=O)NC1CCCCCCC1 ?
M. tuberculosis HTS: -0.2%; Salmonella PhoP GFP: -0.7%; tuberculosis growth: 19.9%; H1N1 NS1A inhibition: -4.5%; inhibitors of VEEV: 1.1%

How did Cc1nc(NC(=O)COC(=O)C2=NNC(=O)CC2)c(Cl)cc1Cl do in these assays?
M. tuberculosis HTS: -10.9%; Salmonella PhoP GFP: 14.7%; tuberculosis growth: -4.1%; H1N1 NS1A inhibition: 5.5%; inhibitors of VEEV: inactive

How did Cc1c(C(=O)OCc2nc3ccsc3c(=O)[nH]2)oc2ccccc12 do in these assays?
M. tuberculosis HTS: 2.1%; tuberculosis growth: 21.4%; H1N1 NS1A inhibition: -12.6%; inhibitors of VEEV: inactive

Results for CCC(C)(C)NC(=O)C(c1ccc(O)cc1)N(CCOC)C(=O)CCC(=O)Nc1nccs1 (configuration not stated) ?
M. tuberculosis HTS: -0.4%; Salmonella PhoP GFP: 7.7%; tuberculosis growth: 14.7%; H1N1 NS1A inhibition: -18.4%; inhibitors of VEEV: 2.6%

How did COc1ccc(CNS(=O)(=O)CCNCc2ccco2)cc1 do in these assays?
H1N1 NS1A inhibition: -0.2%; inhibitors of VEEV: 0.2%

How did Cc1onc(NC(=O)CSCC(=O)O)c1Br do in these assays?
M. tuberculosis HTS: -2.1%; Salmonella PhoP GFP: -0.9%; tuberculosis growth: -7.2%; inhibitors of VEEV: 1.7%

What do the screens show for `Cc1ccc(CNC(=O)C2CCC(CNS(=O)(=O)c3cccc4cccnc34)CC2)cc1` (configuration not stated)?
M. tuberculosis HTS: 0.0%; Salmonella PhoP GFP: -1.8%; tuberculosis growth: 8.5%; H1N1 NS1A inhibition: 6.0%; inhibitors of VEEV: 1.0%

Results for O=C(CCNC(=O)C1CCN(S(=O)(=O)c2ccccc2)CC1)NCc1cccc(Cl)c1 ?
M. tuberculosis HTS: -0.6%; Salmonella PhoP GFP: -8.3%; tuberculosis growth: 4.2%; H1N1 NS1A inhibition: 0.5%; inhibitors of VEEV: 0.1%

Results for Cn1c2ccccc2c2nnc(NN)nc21 ?
M. tuberculosis HTS: 2.4%; Salmonella PhoP GFP: -8.6%; tuberculosis growth: -7.0%; H1N1 NS1A inhibition: 5.5%; inhibitors of VEEV: 9.0%

What do the screens show for `COCCn1c(=S)[nH]c2cc(C(=O)NCCc3ccccc3)ccc2c1=O`?
M. tuberculosis HTS: 6.5%; Salmonella PhoP GFP: 5.4%; tuberculosis growth: -8.0%; H1N1 NS1A inhibition: -2.6%; inhibitors of VEEV: 3.0%

What do the screens show for `O=C(COC(=O)CNC(=O)C1CCCCC1)Nc1ccc(Cl)cc1F`?
M. tuberculosis HTS: 0.6%; Salmonella PhoP GFP: -9.2%; tuberculosis growth: -13.4%; H1N1 NS1A inhibition: 1.1%; inhibitors of VEEV: 0.3%

Results for CC(C)(C)NC(=O)CSc1nnc(Cc2ccc3c(c2)OCO3)n1C1CCCCC1 ?
M. tuberculosis HTS: -0.8%; Salmonella PhoP GFP: 8.1%; tuberculosis growth: -9.5%; H1N1 NS1A inhibition: 7.2%; inhibitors of VEEV: 1.7%

Results for COc1cccc(NC(=O)Nc2nnc(Cc3ccc(OC)c(OC)c3)s2)c1 ?
M. tuberculosis HTS: 14.1%; Salmonella PhoP GFP: -3.2%; tuberculosis growth: -7.8%; H1N1 NS1A inhibition: 0.2%; inhibitors of VEEV: 0.6%

Results for O=C(Oc1ccc(C(=S)N2CCOCC2)cc1)c1cc([N+](=O)[O-])cc([N+](=O)[O-])c1 ?
M. tuberculosis HTS: 8.7%; Salmonella PhoP GFP: -15.7%; tuberculosis growth: 21.8%; H1N1 NS1A inhibition: -8.1%; inhibitors of VEEV: 0.4%

Results for Cc1cc(C)nc(Nc2n[nH]c(-c3ccccc3C)n2)n1 ?
M. tuberculosis HTS: 12.3%; Salmonella PhoP GFP: -0.1%; tuberculosis growth: 24.3%; H1N1 NS1A inhibition: -10.4%; inhibitors of VEEV: 6.2%

Results for O=C(N=C1N=C2C=CC(Br)=CN2Cc2ccccc21)c1ccc([N+](=O)[O-])cc1[N+](=O)[O-] ?
M. tuberculosis HTS: 0.0%; Salmonella PhoP GFP: 5.3%; H1N1 NS1A inhibition: -4.0%; inhibitors of VEEV: 2.0%

Results for CC1CC(C)CN(C(=O)c2nn(C)c3c2CS(=O)(=O)c2ccccc2-3)C1 (configuration not stated) ?
M. tuberculosis HTS: 6.4%; Salmonella PhoP GFP: -6.8%; tuberculosis growth: 11.6%; H1N1 NS1A inhibition: 10.2%; inhibitors of VEEV: 0.4%

Random excerpt: 4 compounds from above.
What do the screens show for `CCN(CC)S(=O)(=O)c1ccc(N2CCCC2)c(NC(=O)c2c(-c3ccccc3)noc2C)c1`?
M. tuberculosis HTS: 19.3%; Salmonella PhoP GFP: -7.3%; tuberculosis growth: 13.9%; H1N1 NS1A inhibition: 5.0%; inhibitors of VEEV: 1.8%

Results for O=C(Oc1ccc(C(=S)N2CCOCC2)cc1)c1cc([N+](=O)[O-])cc([N+](=O)[O-])c1 ?
M. tuberculosis HTS: 8.7%; Salmonella PhoP GFP: -15.7%; tuberculosis growth: 21.8%; H1N1 NS1A inhibition: -8.1%; inhibitors of VEEV: 0.4%

Results for O=C(N=C1N=C2C=CC(Br)=CN2Cc2ccccc21)c1ccc([N+](=O)[O-])cc1[N+](=O)[O-] ?
M. tuberculosis HTS: 0.0%; Salmonella PhoP GFP: 5.3%; H1N1 NS1A inhibition: -4.0%; inhibitors of VEEV: 2.0%

Results for COc1ccccc1C(=O)NC1CCCCCCC1 ?
M. tuberculosis HTS: -0.2%; Salmonella PhoP GFP: -0.7%; tuberculosis growth: 19.9%; H1N1 NS1A inhibition: -4.5%; inhibitors of VEEV: 1.1%

Additional records follow.
What do the screens show for `C/C(=N\NC(=O)CNc1ccccc1Cl)C(C)(C)C`?
M. tuberculosis HTS: 1.4%; Salmonella PhoP GFP: -1.8%; tuberculosis growth: -8.3%; H1N1 NS1A inhibition: -31.5%; inhibitors of VEEV: 6.5%

How did O=C(Nc1ccc(OC(F)(F)F)cc1)C1CC(c2ccc(F)cc2)=NO1 (configuration not stated) do in these assays?
M. tuberculosis HTS: -2.3%; Salmonella PhoP GFP: 3.8%; tuberculosis growth: 6.9%; H1N1 NS1A inhibition: -9.4%; inhibitors of VEEV: 1.6%

What do the screens show for `O=C1CN(C(=O)CSc2nncn2-c2ccccc2)c2ccccc2N1`?
M. tuberculosis HTS: -9.4%; Salmonella PhoP GFP: 1.1%; tuberculosis growth: 1.4%; H1N1 NS1A inhibition: -6.0%; inhibitors of VEEV: 0.9%

How did CCOC(=O)CNC(=O)c1ccc(Br)s1 do in these assays?
M. tuberculosis HTS: 2.2%; Salmonella PhoP GFP: 0.8%; tuberculosis growth: 65.4%; H1N1 NS1A inhibition: -9.4%; inhibitors of VEEV: 0.7%

What do the screens show for `COc1ccccc1CNC(=O)C(=O)NCC1CCCN1S(=O)(=O)c1cccs1` (configuration not stated)?
M. tuberculosis HTS: 17.3%; Salmonella PhoP GFP: -3.5%; tuberculosis growth: 50.6%; H1N1 NS1A inhibition: -8.6%; inhibitors of VEEV: 8.2%

How did Cc1ccc(S(=O)(=O)N(C)CC(=O)OCC(=O)NC(c2ccccc2)c2ccccc2)cc1 do in these assays?
M. tuberculosis HTS: -6.1%; Salmonella PhoP GFP: -7.7%; tuberculosis growth: 0.8%; H1N1 NS1A inhibition: -3.7%; inhibitors of VEEV: 0.8%

Results for COc1ccc(S(=O)(=O)NCCc2cn3cccc(C)c3n2)cc1OC ?
M. tuberculosis HTS: 1.2%; Salmonella PhoP GFP: -5.6%; tuberculosis growth: 2.3%; H1N1 NS1A inhibition: 2.3%; inhibitors of VEEV: 0.1%

How did O=S(=O)(NC1CCCC1)c1ccc(S(=O)(=O)N2CCCN(Cc3ccccc3)C2)cc1 do in these assays?
M. tuberculosis HTS: -2.9%; Salmonella PhoP GFP: 22.9%; tuberculosis growth: 4.4%; H1N1 NS1A inhibition: -8.9%; inhibitors of VEEV: inactive

Results for C=CCC1CCC/C(=N\NS(=O)(=O)c2ccc(C)cc2)C1 (configuration not stated) ?
M. tuberculosis HTS: -5.9%; Salmonella PhoP GFP: -6.9%; tuberculosis growth: -5.6%; H1N1 NS1A inhibition: -4.9%; inhibitors of VEEV: inactive

What do the screens show for `CCc1c(C)nc(N2CCN(Cc3ccccc3)CC2)[nH]c1=O`?
M. tuberculosis HTS: 0.2%; Salmonella PhoP GFP: 0.6%; tuberculosis growth: 10.6%; H1N1 NS1A inhibition: 0.5%; inhibitors of VEEV: inactive

How did Cc1c(NS(=O)(=O)c2cccc(C(=O)O)c2)c(=O)n(-c2ccccc2)n1C do in these assays?
M. tuberculosis HTS: -1.6%; Salmonella PhoP GFP: 6.7%; tuberculosis growth: -15.8%; H1N1 NS1A inhibition: 5.5%; inhibitors of VEEV: 1.7%

What do the screens show for `CCOC(=O)N1CCC(N(CCOC)C(=O)Nc2ccc(Cl)cc2)CC1`?
M. tuberculosis HTS: -1.1%; Salmonella PhoP GFP: 7.7%; tuberculosis growth: 8.8%; H1N1 NS1A inhibition: -4.7%; inhibitors of VEEV: inactive

Results for O=C(CCn1cnc2ccccc2c1=O)Nc1nc2c(s1)CCCC2 ?
M. tuberculosis HTS: 19.0%; Salmonella PhoP GFP: -10.3%; tuberculosis growth: -1.1%; H1N1 NS1A inhibition: 1.0%; inhibitors of VEEV: 2.0%

What do the screens show for `COc1ccc(C(=O)CCC(=O)N2CCN(c3cc(C)ccc3C)CC2)cc1`?
M. tuberculosis HTS: inconclusive; Salmonella PhoP GFP: -8.9%; tuberculosis growth: 25.0%; H1N1 NS1A inhibition: 8.3%; inhibitors of VEEV: 0.6%

Results for CC1=CN2C(=N)/C(=C/c3ccc([N+](=O)[O-])o3)C(=O)N=C2S1 ?
M. tuberculosis HTS: inconclusive; Salmonella PhoP GFP: 3.1%; tuberculosis growth: inactive; H1N1 NS1A inhibition: 7.3%; inhibitors of VEEV: 4.5%

What do the screens show for `CCOC(=O)c1cc(NC(=O)Nc2ccccc2OC)c(C)nc1C`?
M. tuberculosis HTS: -6.0%; Salmonella PhoP GFP: -6.8%; tuberculosis growth: 8.8%; H1N1 NS1A inhibition: -4.7%; inhibitors of VEEV: 10.0%

What do the screens show for `COc1ccc(CNC(=O)CN(c2ccc(OC)cc2)S(=O)(=O)c2c(C)[nH]c(=O)[nH]c2=O)cc1`?
M. tuberculosis HTS: -7.4%; Salmonella PhoP GFP: -5.6%; tuberculosis growth: -1.1%; H1N1 NS1A inhibition: 9.0%; inhibitors of VEEV: 0.9%

Results for CN(Cc1cn(C)nc1-c1ccccc1F)CC1CCCCO1 (configuration not stated) ?
M. tuberculosis HTS: -5.1%; Salmonella PhoP GFP: 15.7%; tuberculosis growth: 6.2%; H1N1 NS1A inhibition: 3.4%; inhibitors of VEEV: inactive

How did COc1ccc(OC)c(NC(=O)C2CC(=O)n3ncnc3N2)c1 (configuration not stated) do in these assays?
M. tuberculosis HTS: -6.7%; Salmonella PhoP GFP: -1.1%; tuberculosis growth: -3.7%; H1N1 NS1A inhibition: -12.0%; inhibitors of VEEV: 4.1%

Results for COc1ccc(CC(=O)Nc2ccc(S(=O)(=O)N3CCN(C)CC3)cc2)cc1 ?
M. tuberculosis HTS: -7.6%; tuberculosis growth: -0.1%; H1N1 NS1A inhibition: -13.0%; inhibitors of VEEV: 0.6%

How did CSc1ccc(Cn2nnc(C(=O)Nc3ccc(C)c(C)c3)c2N)cc1 do in these assays?
M. tuberculosis HTS: 7.1%; Salmonella PhoP GFP: 5.2%; tuberculosis growth: 11.9%; H1N1 NS1A inhibition: 7.9%; inhibitors of VEEV: 2.4%

What do the screens show for `CCNC(=S)N1CC(C)OC(C)C1` (configuration not stated)?
M. tuberculosis HTS: -13.0%; Salmonella PhoP GFP: 1.6%; tuberculosis growth: -3.5%; H1N1 NS1A inhibition: -17.1%; inhibitors of VEEV: inactive

Source: PubChem (Southern Research Specialized Biocontainment Screening Center)
